Source: PubChem (National Center for Advancing Translational Sciences (NCATS))
AmpC inh detg = blocks E. coli AmpC beta-lactamase in detergent assay; AmpC hydrolysis of nitrocefin, absorbance 480 nm, 0.01% Triton; 370,000 compounds, 0.041% hits; Potency, µM (top dose mostly 114 µM), inactives show at the top dose activity change, negative = inhibition, actives largely listed as inhibitors;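 also: potency is read from the fitted curve at half-maximal effect; 0% = no-compound wells and -100% = no-enzyme wells; nearly all actives have a fitted effect of over 25% in size; some results filed as inactive show a strong effect at the top dose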
Target sequence (P00811 whole entry, looked up): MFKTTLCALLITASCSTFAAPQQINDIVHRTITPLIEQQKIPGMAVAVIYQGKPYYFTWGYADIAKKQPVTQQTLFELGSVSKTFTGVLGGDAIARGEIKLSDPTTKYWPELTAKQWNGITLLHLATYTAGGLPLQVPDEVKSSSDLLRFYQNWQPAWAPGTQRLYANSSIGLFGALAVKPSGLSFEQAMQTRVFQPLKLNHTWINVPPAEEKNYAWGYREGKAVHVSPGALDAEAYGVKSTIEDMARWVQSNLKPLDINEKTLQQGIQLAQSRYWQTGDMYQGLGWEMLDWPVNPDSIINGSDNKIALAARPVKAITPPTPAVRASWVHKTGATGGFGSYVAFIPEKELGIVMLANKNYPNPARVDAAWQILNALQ
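20 mM phosphate pH 7.0 + 0.01% (detergent screen) or 0.0001% Triton X-100; 5.3 nM AmpC reagent; cpd preinc 15 min RT; nitrocefin (800 uM stock) to start; A480 q20 s × 4 min; Activity was normalised to no-enzyme and no-compound control wells.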
AMA1 RON2 block = AMA1-RON2 (P. falciparum) interaction inhibition; AlphaScreen AMA1-biotinylated RON2 peptide binding; Potency, µM (series often up to 58.2 µM), without a hit: at the highest dose activity change, negative = inhibition, most hits filed as inhibitors; 360,000 compounds, 0.2% hits; AID 720542;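 also: potency is read from the fitted curve at half-maximal effect; 0% = vehicle wells and -100% = peptide control; nearly all actives have a fitted effect of over 45% in size; some results filed as inactive show a strong effect at the top dose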
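AMA1 (3D7) with his tag at 25 nM final met compounds first, then biotinylated RON2 peptide at 25 nM; detection used donor plus acceptor beads, 10 µg/mL apiece, read by AlphaScreen after 30 min at room temperature.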
LmPK inh = blocks Leishmania mexicana pyruvate kinase activity; Q27686; purified LmPK, Kinase-Glo ATP luminescence, 1 h; Potency, µM (top dose mostly 57.5 µM), for the others: top-dose activity change, negative = inhibition, hits mostly inhibitors; 290,000 compounds, 0.37% hits; AID 1721; also: potency is read from the fitted curve at half-maximal effect
Target sequence (Q27686 whole entry, looked up): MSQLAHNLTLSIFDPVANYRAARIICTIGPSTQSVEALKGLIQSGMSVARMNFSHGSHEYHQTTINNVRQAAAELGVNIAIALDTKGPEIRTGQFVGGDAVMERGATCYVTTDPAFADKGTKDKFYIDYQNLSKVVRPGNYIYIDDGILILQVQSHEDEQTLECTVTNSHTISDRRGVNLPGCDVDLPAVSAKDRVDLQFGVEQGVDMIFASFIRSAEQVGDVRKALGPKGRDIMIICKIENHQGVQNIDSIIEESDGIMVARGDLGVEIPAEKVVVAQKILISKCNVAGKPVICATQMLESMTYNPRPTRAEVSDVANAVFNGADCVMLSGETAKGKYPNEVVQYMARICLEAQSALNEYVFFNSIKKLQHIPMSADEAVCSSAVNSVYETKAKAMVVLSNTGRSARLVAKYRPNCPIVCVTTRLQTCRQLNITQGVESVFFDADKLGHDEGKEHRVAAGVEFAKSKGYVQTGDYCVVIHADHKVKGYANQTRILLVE
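Screened at intermediate enzyme activity to detect both inhibitors and activators: LmPK at 0.1 nM, with a 0.5 nM enzyme column as activation reference. PEP 0.5 mM, ADP 0.1 mM; ATP detected by luminescence after 1 h.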
HCV inhibitor = HCV inhibition; Huh7.5.1 HCVcc-Cre infection, luciferase reporter, 44 h; Potency, µM (top dose mostly 41.8 µM), inactives show at the top dose activity change, negative = inhibition, actives largely listed as inhibitors; 340,000 compounds, 3.4% hits; AID 651820; also: potency is read from the fitted curve at half-maximal effect
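1,000 cells/well; 4 h culture; + compound; + HCVcc-Cre (~0.5 moi); 44 h; luciferase substrate, RT 15 min; read 15 sec.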
HCMV antiviral = blocks human cytomegalovirus replication; HFF cells, HCMV-luciferase reporter, 72 h; active compounds read low; activity change, negative = inhibition, % at 57.5 µM; 410,000 compounds, 4.5% hits; AID 1259415; in the data active = activity change below about -60%; inconclusive = no clear call, values can overlap the other calls; inactive = above about -39%
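After 16 h attachment at 37C, HFF cells received test compound and HCMV-luciferase (1 PFU/cell); reporter luminescence read 72 h later, data normalized against buffer-only and known inhibitor Salinomycin.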
AmpC no deterg = inhibitors of E. coli AmpC beta-lactamase without detergent | AmpC nitrocefin hydrolysis, absorbance 480 nm, 0.0001% Triton | Potency, µM (doses to about 57.1 µM), for inactives: at the top dose activity change, negative = inhibition, actives largely listed as inhibitors | 330,000 compounds, 0.52% hits | AID 485341;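 also: potency is read from the fitted curve at half-maximal effect; plate controls were no compound for no effect and no enzyme for full effect; nearly all actives have a fitted effect of over 20% in size; some results filed as inactive show a strong effect at the top dose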
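20 mM phosphate pH 7.0 + 0.01% (detergent screen) or 0.0001% Triton X-100; 5.3 nM AmpC reagent; cpd preinc 15 min RT; nitrocefin (800 uM stock) to start; A480 q20 s × 4 min; Activity was normalised to no-enzyme and no-compound control wells.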
TbPYK inhibitor = blocks Trypanosoma brucei pyruvate kinase; Q57TT1; TbPYK enzyme, Kinase-Glo Plus ATP luminescence, 45 min; Potency, µM (doses to about 76.8 µM), for the others: at the highest dose activity, negative = inhibition, hits mostly inhibitors; 410,000 compounds, 0.12% hits; also: potency is read from the fitted curve at half-maximal effect; nearly all actives have a fitted effect of over 50% in size
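Luminescent Kinase-Glo Plus end-point after 45 min room-temperature reaction of T. brucei pyruvate kinase started with 130 uM ADP (final). Buffer TEA 50 mM pH 7.2 with KCl, MgCl2, BSA, Tween-20; titration-based qHTS with fitted concentration-effect curves.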
Active calls of the source: *; ? = inconclusive; · = no result given; & = joins results of further samples; [ ] = another dose, or the depositor's remark. Unless noted, calls follow the shape of the dose curve; as a rule, active = well fitted curve in the direction sought with a large enough effect; inconclusive = small, poorly fitted or top-dose-only effect, or another doubt; inactive = no such curve, though single readings can be large; an effect the other way counts as inactive or inconclusive. Unless noted, % is scaled to controls: 0 for no effect and ±100 for the full control effect.

The opening 3 entries as a preview:
SMILES | AmpC inh detg | AMA1 RON2 block | LmPK inh | HCV inhibitor | HCMV antiviral | AmpC no deterg | TbPYK inhibitor
COc1ccc(S(=O)(=O)N2CCCC2)cc1C(=O)N1CCOCC1 | 6% | 3% | 8% | 11% | -26 | -23% | -5%
Cc1cc(NC(=O)CSCC(=O)OC(C)C(=O)N(C)Cc2ccccc2)no1 (stereo unspecified) | -18% | 0% | · | 16% | 7 | -11% | 1%
CN(C(=O)COc1cc(=O)n(C)c2ccccc12)c1ccc(Cl)cc1 | 2% | -21% | 7% | -20% | 3 | 59% | -2%

Main list (from the top)
SMILES | AmpC inh detg | AMA1 RON2 block | LmPK inh | HCV inhibitor | HCMV antiviral | AmpC no deterg | TbPYK inhibitor
COc1ccc(S(=O)(=O)N2CCCC2)cc1C(=O)N1CCOCC1 | 6% | 3% | 8% | 11% | -26 | -23% | -5%
Cc1cc(NC(=O)CSCC(=O)OC(C)C(=O)N(C)Cc2ccccc2)no1 (stereo unspecified) | -18% | 0% | · | 16% | 7 | -11% | 1%
CN(C(=O)COc1cc(=O)n(C)c2ccccc12)c1ccc(Cl)cc1 | 2% | -21% | 7% | -20% | 3 | 59% | -2%
O=C(CCc1nnc(Cc2ccc3c(c2)OCO3)o1)N(CC1CCC1)CC1CCCO1 (stereo unspecified) | 2% | 10% | 5% | 5% | 0 | 26% | 4%
Cc1ccc(-c2nnc(N(C)C(=O)c3ccncc3)s2)cn1 | -13% | -4% | -3% | 12% | 28 | -15% | 13%
Cc1ccc2c(c1)N(CC(=O)NCCCN1CCCCC1C)C(=O)c1cccnc1O2 (stereo unspecified) | -2%&15% | 12% | -5% | 8% | 0&0 | -23% | -4%
O=C(CCCN1C(=O)/C(=C/c2ccco2)SC1=S)Nc1cccc(C(=O)O)c1 | 3% | -5% | 6% | 25% | -25 | -24% | -14%
OC(c1ccc(F)cc1)c1nc(-c2ccc(Cl)cc2)cs1 (stereo unspecified) | · | 31% | · | · | -66* | · | 3%
O=C(CN1C(=O)S/C(=C/c2cccs2)C1=O)N1CCOCC1 | 2% | -7% | 3% | 8% | -12 | -16% | -27%
O=C(N/N=C/c1ccc2nccnc2c1)c1ccccc1O | 4% | · | -20% | · | 15 | -19% | ·
COc1cc(Cl)c(C)cc1NC(=S)NN | -5% | 17% | 5% | ? | -25 | -32% | -16%
FC(F)(F)c1cccc(/C=N/NC(=S)NC2CCCCC2)c1 | ? | 44%[activator] | 3% | -4% | -95* | -42%[11.4 µM] | -3%
[O-][N+](=C(c1ccccc1)c1ccccc1)c1ccccc1 | · | 0% | · | 12% | -2 | · | 6%
COc1ccc(S(=O)(=O)N2CCN(C(=O)C3CC3)CC2)cc1Br | ? | 10% | · | 1% | 4 | 36% | 1%
COc1ccc(C(=O)NCCn2cc(SCC(=O)Nc3ccccc3)c3ccccc32)cc1OC | 2% | · | · | · | -14 | · | 0%
CCOc1cc(C(c2c(C)[nH][nH]c2=O)c2c(C)[nH][nH]c2=O)ccc1OC(=O)c1cccc([N+](=O)[O-])c1 | 1% | 22% | 5% | 19% | 49 | -15% | -3%
Cc1ccnc(N2CCCC(C(=O)Nc3nnc(C)s3)C2)n1 (stereo unspecified) | -9% | -3% | 5% | 16% | 18 | -2% | -6%
COc1ccccc1-c1nnc(SCC(=O)NNC(=O)c2ccccc2F)n1C | -1% | 19% | · | 9% | 15 | -4% | 3%
COCCN(CC(=O)Nc1cccc(C)c1C)C(=O)c1cc(S(=O)(=O)N2CCCC2)ccc1C | ? | 9% | · | ? | -4 | 94%[activator] | -6%
Cc1cc(C(=O)CSc2nc3ccccc3n2CCC#N)c(C)n1Cc1cccs1 | -8% | -3% | 2% | ? | -4 | -58% | -2%

Sorted by SMILES length (low to high): some entries from above
SMILES | AmpC inh detg | AMA1 RON2 block | LmPK inh | HCV inhibitor | HCMV antiviral | AmpC no deterg | TbPYK inhibitor
Cc1ccnc(N2CCCC(C(=O)Nc3nnc(C)s3)C2)n1 (stereo unspecified) | -9% | -3% | 5% | 16% | 18 | -2% | -6%
FC(F)(F)c1cccc(/C=N/NC(=S)NC2CCCCC2)c1 | ? | 44%[activator] | 3% | -4% | -95* | -42%[11.4 µM] | -3%
COc1ccc(S(=O)(=O)N2CCCC2)cc1C(=O)N1CCOCC1 | 6% | 3% | 8% | 11% | -26 | -23% | -5%
COc1ccccc1-c1nnc(SCC(=O)NNC(=O)c2ccccc2F)n1C | -1% | 19% | · | 9% | 15 | -4% | 3%
COc1ccc(C(=O)NCCn2cc(SCC(=O)Nc3ccccc3)c3ccccc32)cc1OC | 2% | · | · | · | -14 | · | 0%

Carrying on:
SMILES | AmpC inh detg | AMA1 RON2 block | LmPK inh | HCV inhibitor | HCMV antiviral | AmpC no deterg | TbPYK inhibitor
CCOC(=O)c1c(-n2c(C)cc(C=C3C(=O)NC(=O)NC3=O)c2C)sc2c1CCCC2 | 2% | -11% | 4% | ? | -39 | 0% | 1%
COc1ccc(N=Nc2n(C)c3ccccc3[n+]2C)cc1 | -5% | · | 1.4µM* | · | · | 0% | ·
O=C(Cc1ccc2c(c1)OCCO2)N/N=C/c1ccco1 | ? | 7% | · | 8% | -32 | -23% | 4%
COc1ccc(C(=O)N(C)CC(O)c2ccccc2)cc1OC1CCN(C(C)=O)CC1 (stereo unspecified) | -1% | -6% | -16% | 2% | 12 | 18% | 3%
Cc1cc(NC(=O)Cc2ccccc2C)no1 | -4% | -12% | 4% | 4% | -4 | -10% | 1%
C[C@@H]1NCCc2cc(O)c(O)cc21 | -18% | ? | · | 0% | 23 | -25% | 0%
OCCC1CN(Cc2cnc(N3CCCC3)s2)CCN1Cc1ccccc1 (stereo unspecified) | 7% | 3% | 4% | 2% | 51 | 35% | 2%
O=C(NCC(O)c1ccccc1)Nc1cccs1 (stereo unspecified) | -11% | -7% | 2% | 4% | 68 | -8% | 1%
COc1cc2c(cc1OC)CN(C(=O)c1cc(S(=O)(=O)N3CCOCC3)ccc1Cl)CC2 | ? | -21% | 1% | -15% | ? | 89%[activator] | 0%
CCc1nnc(NS(=O)(=O)c2ccc(N/C=C\C(=O)c3ccc(C)cc3)cc2)s1 | ? | 1% | 4% | 2% | 81 | -15% | -1%
COc1ccc(S(=O)(=O)N(CC(N)=O)C2CCCCC2)cc1Cl | -2% | -3% | -2% | 13% | 15 | 3% | ?
Clc1ccc(-c2nc3n(n2)Cc2ccccc2-3)cc1 | -1% | 23% | ? | -8% | 62 | -10% | 1%
CCc1cc2c(=O)oc(-c3ccc(F)cc3)nc2s1 | -4% | 11% | 0% | 17% | 78 | -15% | 2%
Cn1c(=O)[nH]c(=O)c2c1nc(CN1CCOCC1)n2Cc1ccc(F)cc1 | ? | 0% | 7% | 5% | 4 | -5% | 5%
Cc1cc(-c2nnc(SCC(=O)Nc3ccccc3F)n2N)n[nH]1 | -9% | -9% | 5% | 10% | -23 | -8% | -5%
Cc1ccc(-n2c(O)c(/C=N/N3CCCCC3c3cccnc3)c(=O)[nH]c2=S)cc1 (stereo unspecified) | 1% | 28% | 3% | 0% | -4 | -25% | -18%
CN(C(=O)Cn1c(=O)oc2ccccc21)C1CCCCC1 | 3% | 3%[11.6 µM] | · | -1% | -28 | -5% | 2%
Cc1ccc(-n2nnnc2SCC(=O)Nc2ccc(N3CCN(C)CC3)cc2)c(C)c1 | 4% | -4% | 3% | -16% | -99* | 49% | 3%
CN(C)CCNC(=O)Nc1ccc([N+](=O)[O-])cc1 | -4% | -4% | 4% | 0% | ? | -4% | -2%
CC(=O)c1c(N2CCCCC2)nc(=S)n(Cc2ccccc2)c1C | 5% | -2% | 3% | -2% | ? | 0% | 10%
O=S(=O)(c1cccc(Cn2nnc(-c3ccccc3)n2)c1)N1CCOCC1 | · | -2% | · | ? | -40 | 11% | 2%
O=C(NCCNc1nccc(C(F)(F)F)n1)c1cccc(C(F)(F)F)c1 | 4% | 2% | -8% | 8% | -36 | 12% | -1%
COc1ccccc1OCCn1cc(/C=C(\C#N)C(=O)NCc2ccco2)c2ccccc21 | -4% | -14% | 0% | -10% | 25 | -23% | -9%
COc1ccc(OC)c(C(=O)c2coc3ccc(OC)cc23)c1 | -13% | -8% | 3% | -10% | -28 | -6% | -22%
CC(C)(C)OC(=O)NC(Cc1ccccc1)C(=O)O (stereo unspecified) | 2% | -10% | 0% | 18% | -15 | -12% | -5%
c1ccc(COc2cccc(-c3cc4nc(NCc5cccs5)ccn4n3)c2)cc1 | · | -1% | · | · | 47 | · | 3%
CC(=O)c1ccc(N2CCN(C(=O)COc3ccc4c(c3)CCC4)CC2)cc1 | 6% | -12% | 8% | ? | -2 | 21% | 9%
COc1ccc(NC(=S)N2CCN(C(=O)c3ccccc3)CC2)cc1 | -9% | -1% | 0% | 1% | 1 | -6% | -4%
COc1ccc(C2=NN(C(=O)CCC(=O)O)C(c3ccc(OC)c(OC)c3)C2)cc1 (stereo unspecified) | 4% | 0% | 2% | 13% | -102* | 1% | 4%
Cc1cccc(NC(=O)CSCc2cc(=O)n3nc(C4CC4)sc3n2)c1 | 0% | -1% | 0% | 6% | -18 | -17% | 0%
CN(C)Cc1ccccc1-c1cccc2nccn12 | · | -2% | · | · | -10 | · | -1%
CCOC(=O)c1ccccc1-c1csc(N)n1 | -9% | -15% | -2% | 1% | -26 | -9% | 1%
CN(C)/C(CN1CCOCC1)=C1\N=C(c2ccccc2)OC1=O | -5% | -7% | -4% | · | -1 | 1% | 1%
Cc1ccc(CNC(=O)c2c[nH]n3c(=O)c(Cc4ccc(Cl)cc4)c(C)nc23)cc1 | 16% | · | · | · | -34 | · | -1%
CCCCN(CCCC)Cc1ccc(C(=O)NN)o1 | 3% | 28% | 0% | 8% | -30 | -20% | 2%
COc1ccc(NC(=O)C(=O)NCC(c2ccco2)N2CCc3ccccc3C2)cc1 (stereo unspecified) | -8% | 19% | · | -12% | 15 | 28µM* | -9%
Cc1ccc(C)c(NC(=O)CN(C)S(=O)(=O)c2cccc3cccnc23)c1 | 4%&-6% | -3% | 0% | 1% | -12&19 | 1% | 0%&-9%
COc1ccc(Br)cc1CNC(=O)c1cnc2sc(N3CCCC3)nn2c1=O | 1% | · | · | · | -28 | · | 7%
CN1C(C(=O)Nc2cccc(O)c2)=CC(c2cccs2)=NS1(=O)=O | -11%&-9% | 9% | -1% | -17% | ? | -50% | 5%&0%
O=C(COc1ccccc1)Nc1ccc(-c2nnc(-c3ccco3)o2)cc1 | -1% | 2% | -9% | -4% | 135 | -10% | -12%
